From PubChem
MCL1 BIM primary – inhibitors of human MCL1 binding to BIM-BH3 peptide. Q07820. inhibition, % at 10.9 µM. GST-MCL1 / FITC-Bim-BH3 fluorescence polarization. hit rate 0.68% among 320,000;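 active = inhibition above the mean inhibition of all tested compounds plus 3 SD, set per campaign, cut at about 40% in these data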;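 note: 0% = DMSO wells and 100% = unlabeled Bim-BH3 peptide control; higher means more loss of mP so more displacement of Bim peptide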
Fam108B inh – blocks mouse Fam108B hydrolase in RBBP9 counter-screen; hit rate 0.33% among 300,000; inhibition, % at 9.51 µM; recombinant Fam108B, FP-Rh probe fluorescence polarization;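 active = inhibition above the screen mean inhibition plus 3 SD, computed separately per campaign, cut at about 18% in these data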;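 note: inhibitors lower polarization as less probe binds the enzyme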
BCLXL inh – inhibitors of human Bcl-xL. Q07817. GST-Bcl-xL / FITC-Bim BH3 peptide fluorescence polarization. inhibition, % at 10.9 µM. hit rate 0.7% among 320,000;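 active = inhibition above the mean of all tested compounds plus 3 SD, cutoff set per campaign, cut at about 30% in these data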;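 note: 0% = DMSO wells and 100% = unlabeled Bim-BH3 peptide competitor; inhibitors lower millipolarization by displacing the labeled peptide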
Target sequence (Q07817 whole entry, looked up): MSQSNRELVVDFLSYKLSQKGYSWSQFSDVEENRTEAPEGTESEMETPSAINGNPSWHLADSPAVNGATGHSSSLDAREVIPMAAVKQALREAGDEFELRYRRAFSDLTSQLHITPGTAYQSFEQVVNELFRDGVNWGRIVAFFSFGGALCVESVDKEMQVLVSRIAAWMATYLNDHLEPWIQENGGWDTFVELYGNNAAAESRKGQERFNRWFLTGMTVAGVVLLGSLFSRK
PME-1 inh – blocks human protein phosphatase methylesterase 1; Q9Y570; recombinant PME-1, FP-Rh probe fluorescence polarization; inhibition, % at 5.9 µM; hit rate 0.53% among 320,000;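 active = inhibition above the campaign mean of all compounds plus 3 SD, cut at about 26% in these data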;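 note: competitive labeling of PME-1 active site by serine hydrolase directed probe; 0% = PME-1 with DMSO and 100% = wells lacking PME-1 enzyme; inhibitors block probe labeling so polarization falls and inhibition rises; many of its hits are not listed in these tables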
PAD4 FP inh – PAD4 (human) enzyme inhibition | Q9UM07 | recombinant PAD4, RCA probe fluorescence polarization | inhibition, % at 6.36 µM | hit rate 0.41% among 330,000 | AID 485272;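 active = percent inhibition above a cutoff equal to the mean of all tested compounds plus 3 SD, cut at about 15% in these data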;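 note: 0% = PAD4 with RCA probe and DMSO and 100% = probe without PAD4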
Target sequence (Q9UM07 whole entry, looked up): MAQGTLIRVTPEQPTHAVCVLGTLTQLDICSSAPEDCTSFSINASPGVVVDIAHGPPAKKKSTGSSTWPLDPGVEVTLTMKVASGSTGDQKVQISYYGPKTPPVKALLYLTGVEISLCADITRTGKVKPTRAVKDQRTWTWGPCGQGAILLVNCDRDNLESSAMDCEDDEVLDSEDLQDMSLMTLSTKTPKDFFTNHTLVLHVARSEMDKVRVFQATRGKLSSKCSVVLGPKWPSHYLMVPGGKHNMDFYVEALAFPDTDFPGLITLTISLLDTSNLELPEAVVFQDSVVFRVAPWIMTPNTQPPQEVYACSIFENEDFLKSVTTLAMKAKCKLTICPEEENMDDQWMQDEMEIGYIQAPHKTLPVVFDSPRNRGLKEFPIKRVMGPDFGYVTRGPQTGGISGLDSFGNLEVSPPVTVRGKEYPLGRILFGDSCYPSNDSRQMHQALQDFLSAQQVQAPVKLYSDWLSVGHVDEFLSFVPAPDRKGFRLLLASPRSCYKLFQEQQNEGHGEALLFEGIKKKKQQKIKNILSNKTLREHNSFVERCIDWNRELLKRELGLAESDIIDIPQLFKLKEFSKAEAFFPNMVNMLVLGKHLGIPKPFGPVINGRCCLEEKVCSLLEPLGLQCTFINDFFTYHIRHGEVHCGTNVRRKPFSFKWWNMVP
MEX-5 binding – C. elegans MEX-5 TCR-2 RNA binding activity; Q9XUB2; MEX-5/FITC-TCR2 RNA binding, fluorescence polarization; hits give low values; activity score (negative = inhibition of binding), % at 10 µM; hit rate 0.38% among 300,000;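 active = inhibition past about -25% in most replicates, and total fluorescence under double the plate's negative control median, limit read from the data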;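 note: 0% = DMSO and -100% = 5 µM competing unlabeled TCR2 RNA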
GLD-1 RNA inh – GLD-1-TGE RNA interaction inhibition (C. elegans) | purified GLD-1 + fluorescein TGE RNA, fluorescence polarization | inhibition, % at 5.96 µM | hit rate 0.44% among 320,000;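 active = percent inhibition above a per-plate cutoff, the plate mean of test compounds plus 3 SD, cut at about 30% in these data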;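 note: 0% = DMSO wells with GLD-1 and probe and 100% = wells lacking GLD-1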
TPT1 inh – inhibitors of Candida albicans tRNA 2'-phosphotransferase TPT1 | recombinant caTPT1, FP RNA substrate dephosphorylation | inhibition, % at 5 µM | hit rate 0.81% among 300,000;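 active = inhibition above the mean of all tested compounds plus 3 SD, set per screening campaign, cut at about 24% in these data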;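 note: plate controls were DMSO alone for no effect and ferristatin control at 100 nM for full effect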
GSTO1 counter – counter-screen for RBBP9 inhibitors: inhibitors of human GSTO1; P78417; recombinant GSTO1, activity-based probe fluorescence polarization; inhibition, % at 5.96 µM; hit rate 1.1% among 300,000; AID 1974;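 active = inhibition above the campaign mean inhibition plus 3 SD, cut at about 35% in these data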;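 note: 0% = GSTO1-1 with DMSO and 100% = wells lacking GSTO1-1 enzyme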
Starred values were filed as active, the others as inactive; . = no result given.

smiles,TPT1 inh,MEX-5 binding,Fam108B inh,MCL1 BIM primary,GLD-1 RNA inh,PAD4 FP inh,BCLXL inh,GSTO1 counter,PME-1 inh
CCOc1ccc(S(=O)(=O)Nc2ccc(C(=O)NCC(C)(C)N3CCOCC3)cc2)cc1,0,-0.5,0,0,4,-5,3,6,-10
Cc1cc2c(cc1C)NC(CC(=O)NCc1ccccc1)C(=O)N2 (configuration not stated),12,-2.2,-7,-2,0,-7,1,2,1
O=C(c1ccc(-c2cccc(C(F)(F)F)c2)o1)N1CCCCCCC1,1,1.1,0,1,5,0,0,5,3
COc1cnc(-c2ccccc2)nc1Oc1cccc(C)c1C,-2,-1.1,-3,4,4,-4,1,2,4
Cc1nnc(C)n1/N=C/c1cc(Br)ccc1O,-1,-0.7,-2,6,8,-2,5,4,-2
CCCc1nc2ccccc2c(C(=O)OCC(=O)NCc2ccc3c(c2)OCO3)c1CC,1,1.0,-4,-15,7,3,-5,-3,6
CCn1c(SC)nc2c(c1=O)SC(C)C2 (configuration not stated),-2,-2.2,1,7,12,-3,5,5,4
COc1cccc2cc(C(=O)N(C)C)c(=O)oc12,-1,-0.8,1,2,5,3,-3,1,-6
Cc1ccc(S(=O)(=O)N=Nc2c(O)[nH]c3ccccc23)cc1C,0,4.3,2,0,-3,-4,7,-3,-3
CCN(CC)S(=O)(=O)c1ccc(C(=O)NCCSc2c[nH]c3ccccc23)cc1,0,2.0,3,0,6,-2,7,2,2
COc1ccc(S(=O)(=O)N2CCC(N3CCCC3)CC2)cc1,-1,-2.6,1,4,-1,-2,-3,2,1
O=C(Oc1ccccc1C(=S)N1CCOCC1)c1ccc([N+](=O)[O-])cc1[N+](=O)[O-],-3,1.7,2,7,0,-3,4,6,0
Cc1ccc(-n2cc(-c3ccccc3)c3c(NN4CCOCC4)ncnc32)cc1,-2,-0.5,-4,-19,1,-3,-7,-5,-6
COc1ccc(NC(=O)Cn2c3ccc(OC)cc3c3nc4n(c(=O)c32)CCS4)cc1,5,1.7,1,-2,0,2,-9,3,0
O=C(Nc1cc(=O)[nH]c2ncnn12)c1ccccc1Cl,7,-2.2,2,10,-1,1,12,-8,-7
O=C(COC(=O)c1cncc(Br)c1)NCc1ccc2c(c1)OCO2,5,0.8,1,-1,3,0,2,9,0
CC(C)(C)c1ccc(OCCCC(=O)Nc2ccc(S(N)(=O)=O)cc2)cc1,2,-0.5,-5,-2,1,-1,6,-7,-4
CCOCCCNc1nc2ccccc2[nH]1,-3,-3.6,2,-1,8,1,-1,10,-1
CCCCCCCNC(=O)C1(CC2CC(c3ccc(Cl)cc3)=NO2)CCN(C(=O)OC(C)(C)C)CC1 (configuration not stated),-3,-0.8,-4,1,2,-3,5,-6,-4
Cc1ccc(CSc2ncnc3onc(C)c23)cc1,-1,-0.9,7,-6,1,4,-1,-4,4
CCOc1cc(C2CC(=O)Nc3cc(C)c(C)cc32)ccc1O (configuration not stated),-6,-0.9,6,4,12,1,5,-3,1
O=C(NC(=S)NNC(=O)c1ccccc1[N+](=O)[O-])c1ccccc1,-1,-6.1,2,23,16,2,9,13,-3
Clc1nc(Nc2ccc(N3CCOCC3)cc2)c2ccccc2n1,1,1.8,2,8,-1,3,8,15,5
CCOc1cc(N2CCOCC2)c(OCC)cc1NC(=O)COC(=O)CCOc1ccc(C)cc1,0,-1.0,-1,1,6,5,2,-16,2
CCc1ccc(CN(C)C(=O)c2cc(COc3cc(C)c(Cl)c(C)c3)on2)nc1,-3,.,-2,1,0,0,5,6,-1

Of the compounds above, these have a tert-butyl group.
smiles,TPT1 inh,MEX-5 binding,Fam108B inh,MCL1 BIM primary,GLD-1 RNA inh,PAD4 FP inh,BCLXL inh,GSTO1 counter,PME-1 inh
CC(C)(C)c1ccc(OCCCC(=O)Nc2ccc(S(N)(=O)=O)cc2)cc1,2,-0.5,-5,-2,1,-1,6,-7,-4
CCCCCCCNC(=O)C1(CC2CC(c3ccc(Cl)cc3)=NO2)CCN(C(=O)OC(C)(C)C)CC1 (configuration not stated),-3,-0.8,-4,1,2,-3,5,-6,-4

New compounds follow.
smiles,TPT1 inh,MEX-5 binding,Fam108B inh,MCL1 BIM primary,GLD-1 RNA inh,PAD4 FP inh,BCLXL inh,GSTO1 counter,PME-1 inh
Cc1onc(-c2c(F)cccc2Cl)c1C(O)c1ccc(F)cc1 (configuration not stated),3,-0.4,1,2,0,1,5,-3,0
O=C(c1cnn(-c2ccccc2)c1)c1cc(Br)ccc1O,.,.,.,2,1,5,2,.,-2
CCOc1ccc(C(=O)NC2=NCCS2)cc1,-2,0.9,1,13,10,-3,8,4,-3
O=[N+]([O-])c1cc(CN2CCN(c3ccccc3)CC2)c(O)c2ncccc12,-1,-4.7,2,0,-4,-10,1,-2,-1
CCOC(=O)C(NC(C)=O)C(=O)Nc1ccc(C(C)(C)C)cc1 (configuration not stated),-2,0.6,-2,7,6,0,5,2,4
CCN(CC(=O)Nc1ccc(NC(C)=O)cc1)C(=O)C12CC3CC(CC(Cl)(C3)C1)C2,3,3.4,1,3,1,-1,0,1,5
Cc1onc(-c2c(F)cccc2Cl)c1C(=O)Nc1cccc(Cn2cccn2)c1,0,1.0,1,-4,3,0,-8,-11,5
COC(=O)C1=NNCC12CC(=O)N(c1ccc(Br)cc1)C2=O (configuration not stated),0,1.6,-4,-5,-1,1,0,5,4
CC(C)c1ccc(NC(=O)CSc2ncccc2C(=O)Oc2cccc([N+](=O)[O-])c2)cc1,4,0.6,-27,3,7,-1,0,-5,-23
CCOc1ccccc1NC(=O)[C@@H](NC(=O)c1cccc(S(=O)(=O)N2CCOCC2)c1)C(C)C,1,-2.9,1,1,2,1,1,5,-5
O=C(CCN1C(=O)/C(=C/c2ccc(Cl)cc2)SC1=S)NC1C=CS(=O)(=O)C1 (configuration not stated),1,1.4,1,9,4,-1,4,14,5
N/C(=N\OC(=O)Cc1ccc([N+](=O)[O-])cc1)c1cccc(Br)c1,1,2.2,-2,-1,2,-3,-1,-9,11
O=C(Nc1ccccc1)c1ccccc1CCc1ccccc1,6,0.7,2,-2,5,7,2,-4,-1
CC(=O)OC(C(=O)NC1CCCCC1)c1ccccc1 (configuration not stated),0,-0.2,-2,4,4,-3,-2,1,3
CCOC(=O)C1CCN(Cc2ccc(F)cc2)CC1,-2,.,-3,-1,8,3,4,-4,-7
C/C(=C\C(=O)c1ccccc1)Nc1ccc(N2CCOCC2)cc1,0,-0.3,0,-2,-2,20*,5,6,1
CCCCCCc1nnc(NC(=O)c2ccco2)s1,-3,-0.1,-1,0,1,-1,-1,-3,-4
Cc1ccc(OC(C)C(=O)Nc2ccccc2C(=O)N2CCOCC2)cc1 (configuration not stated),2,-2.9,-2,2,3,-3,1,5,5
O=C1CCC(=O)N1CCC(c1ccc(F)cc1)c1ccco1 (configuration not stated),4,1.1,-4,-3,8,3,1,-3,-2
CCOc1cc(C(=O)NC2CCCCCCC2)cc(OCC)c1OCC,-3,2.5,1,0,-2,-4,5,-7,-1
COC(=O)c1ccc(CSc2nnc(NC(=O)C3CCCO3)s2)cc1 (configuration not stated),-3,5.9,-4,-1,0,0,-1,-3,-7
O=C(N/N=C\c1c(O)ccc2ccccc12)c1ccc(Cn2cccn2)o1,40*,-6.9,4,-12,-78,-5,-5,13,4
Cc1ccc(C2=[N+]([O-])C(C)(C)N(O)C2(C)C)cc1,0,-1.5,3,4,0,-5,-3,6,-8
CCCCc1ccc(NC(=O)CSc2nc(=O)n(CCN3CCOCC3)c3c2CCC3)cc1,0,0.3,0,-1,3,-1,3,-19,0
CC1=Nc2ccc(C)cc2/C1=C/c1c(N)n2nc(CC(=O)N3CCOCC3)sc2nc1=O,35*,-52*,2,-17,-32,-7,-11,-1,-2

Two neighbouring compounds out of the list so far:
smiles,TPT1 inh,MEX-5 binding,Fam108B inh,MCL1 BIM primary,GLD-1 RNA inh,PAD4 FP inh,BCLXL inh,GSTO1 counter,PME-1 inh
CCCCCCc1nnc(NC(=O)c2ccco2)s1,-3,-0.1,-1,0,1,-1,-1,-3,-4
Cc1ccc(OC(C)C(=O)Nc2ccccc2C(=O)N2CCOCC2)cc1 (configuration not stated),2,-2.9,-2,2,3,-3,1,5,5

Full records as entered above. Order of screens: TPT1 inh | MEX-5 binding | Fam108B inh | MCL1 BIM primary | GLD-1 RNA inh | PAD4 FP inh | BCLXL inh | GSTO1 counter | PME-1 inh
C/C(=C\C(=O)c1ccccc1)Nc1ccc(N2CCOCC2)cc1 in the list: 0 | -0.3 | 0 | -2 | -2 | 20* | 5 | 6 | 1
O=[N+]([O-])c1cc(CN2CCN(c3ccccc3)CC2)c(O)c2ncccc12 in the list: -1 | -4.7 | 2 | 0 | -4 | -10 | 1 | -2 | -1
Cc1onc(-c2c(F)cccc2Cl)c1C(O)c1ccc(F)cc1 (configuration not stated) in the list: 3 | -0.4 | 1 | 2 | 0 | 1 | 5 | -3 | 0

Structures above shown as hits in PAD4 FP inh.
SMILES	TPT1 inh	MEX-5 binding	MCL1 BIM primary	GLD-1 RNA inh	PAD4 FP inh	BCLXL inh	PME-1 inh
C/C(=C\C(=O)c1ccccc1)Nc1ccc(N2CCOCC2)cc1	0	-0.3	-2	-2	20*	5	1

(listing goes on)
smiles,TPT1 inh,MEX-5 binding,Fam108B inh,MCL1 BIM primary,GLD-1 RNA inh,PAD4 FP inh,BCLXL inh,GSTO1 counter,PME-1 inh
CCOC(=O)c1ccc(N2C(=O)CC(N3CCN(C(=O)c4ccccc4)CC3)C2=O)cc1 (configuration not stated),-1,-0.5,6,17,7,2,3,5,2
CCC(C)(C)NC(=O)C(OC(=O)c1ccco1)c1ccccc1OC (configuration not stated),-2,0.9,1,8,-2,-4,9,5,1
Cc1ccc(NC(=O)CCN2C(=O)CSC2=O)cc1,1,3.0,1,-2,0,-1,2,8,-1
Cc1ccccc1OCCn1cc(C(=O)O)c2ccccc21,-2,2.1,-1,3,1,-5,7,-5,4
COc1ccc(CCNC2=CC(=O)N(c3ccc(F)cc3)C2=O)cc1,-1,-0.5,0,-3,1,-8,0,-7,-1
O=C(O)COc1cccc(NC(=O)c2ccccc2)c1,-5,0.4,7,10,-4,-5,5,6,0
COc1ccc(OC)c(CC(NC(C)=O)C(=O)NC2CCN(c3nnnn3-c3ccccc3)CC2)c1 (configuration not stated),2,-0.6,3,9,2,2,7,0,1
O=C(O)c1cccc(S(=O)(=O)Nc2ccc(O)c(Sc3nc4ccccc4s3)c2)c1,-4,-3.3,3,18,3,1,9,-1,5
O=C(Nn1cnnc1)c1csc2ccccc12,-1,3.4,-3,-4,12,1,0,9,-5
O=C(NCCCN1CCCC1=O)C(=O)NCC1OCCN1S(=O)(=O)c1ccc(Cl)cc1 (configuration not stated),1,0.8,0,3,0,1,3,2,0
C=CCn1c(CSCc2ccc(Cl)cc2Cl)nnc1SCC(=O)Nc1ccc(C(=O)O)cc1,0,-0.3,-3,1,6,1,-5,5,-3
COc1ccc(C2=NOC(C)(c3nnc(-c4ccccc4)o3)C2)cc1 (configuration not stated),-5,-0.9,1,6,0,1,9,2,4
Cc1ccccc1NC(=O)Cn1c(=O)n(CC2CCCO2)c(=O)c2ccccc21 (configuration not stated),2,0.8,-3,5,-1,-1,8,-4,0
CC(=O)Nc1ccc(Sc2ccccc2C(=O)N2CCCC2)cn1,-13,3.8,0,0,3,-6,-1,-3,1

Only part of the results is shown. The share of hits here may be higher or lower than overall.
